Bioassay records as filed in PubChem.
FID counter = displaces DNA intercalator in HCV helicase counter-screen; DNA fluorescent intercalator displacement, fluorescence; inhibition, % at 7.9 µM; 0.17% of 290,000 active; in the data active = inhibition above about 37%;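 also: 0% = vehicle and 100% = reference compound; higher means more ethidium bromide displaced from hairpin DNA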
OXTR agonist = agonists of human oxytocin receptor; 0.32% of 320,000 active; CHO-OTR cells, Fluo-8 calcium fluorescence; normalized: DMSO 0%, oxytocin 100%; activation, % at 3 µM;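 active = activation above the mean of all tested compounds plus 3 SD, cutoff set per screening run, cut at about 20% in these data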;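 also: peak over basal fluorescence ratio from a 100 s FLIPR kinetic read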
Target sequence (P30559 whole entry, looked up): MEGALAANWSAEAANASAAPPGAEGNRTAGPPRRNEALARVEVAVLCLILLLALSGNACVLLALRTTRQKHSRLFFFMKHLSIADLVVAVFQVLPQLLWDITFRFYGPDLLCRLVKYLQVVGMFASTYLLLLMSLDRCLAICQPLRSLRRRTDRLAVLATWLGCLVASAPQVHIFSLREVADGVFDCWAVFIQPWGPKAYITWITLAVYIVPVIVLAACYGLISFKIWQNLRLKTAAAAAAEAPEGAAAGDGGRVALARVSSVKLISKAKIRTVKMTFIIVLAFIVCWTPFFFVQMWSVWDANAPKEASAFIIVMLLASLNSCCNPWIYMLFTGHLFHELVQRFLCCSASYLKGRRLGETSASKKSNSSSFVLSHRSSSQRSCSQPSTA
VIM-2 inh = blocks Pseudomonas aeruginosa VIM-2 metallo-beta-lactamase | purified VIM-2, nitrocefin hydrolysis, epi-absorbance fluorescence | AID 1527 | 0.89% of 290,000 active | inhibition, % at 5.6 µM;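 active = inhibition above the mean of all tested compounds plus 3 SD, cutoff set per screening run, cut at about 7.5% in these data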;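 also: red hydrolysis product quenches plate fluorescence so inhibitors raise well fluorescence; 0% = enzyme with DMSO and 100% = DMSO without enzyme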
PHOSPHO1 block = inhibitors of human PHOSPHO1 phosphatase | 1.1% of 290,000 active | inhibition, % at 13.3 µM | Q8TCT1 | recombinant PHOSPHO1, absorbance phosphatase assay; in the data active = inhibition above about 60%
Target sequence (Q8TCT1 whole entry, looked up): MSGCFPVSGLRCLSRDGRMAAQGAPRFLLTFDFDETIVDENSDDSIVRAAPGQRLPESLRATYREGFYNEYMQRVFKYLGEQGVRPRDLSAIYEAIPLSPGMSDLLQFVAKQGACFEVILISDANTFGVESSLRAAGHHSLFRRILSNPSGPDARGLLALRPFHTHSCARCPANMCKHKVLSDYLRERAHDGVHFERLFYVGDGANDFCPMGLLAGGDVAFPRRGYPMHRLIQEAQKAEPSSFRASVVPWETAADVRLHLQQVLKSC
V1aR counter = V1a receptor agonism, counter-screen for OXTR agonists. 0.25% of 320,000 active. AID 2797. activation, % at 3 µM. P37288. CHO-V1R cells, Fluo-8 calcium fluorescence, agonist mode; 0% DMSO, 100% 3 nM vasopressin;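 active = activation above the mean activation of all tested compounds plus 3 SD, per screening run, cut at about 20% in these data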;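 also: signal is peak over basal fluorescence ratio across a 100 second FLIPR read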
IMP-1 inh = inhibitors of Pseudomonas aeruginosa IMP-1 metallo-beta-lactamase. inhibition, % at 5.6 µM. 0.45% of 290,000 active. purified IMP-1, nitrocefin hydrolysis, epi-absorbance fluorescence. AID 1556;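 active = inhibition above the mean plus 3 SD of all compounds in the same screening run, cut at about 4.5% in these data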;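 also: 0% = IMP-1 with DMSO and 100% = DMSO wells lacking enzyme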
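System: Purified recombinant IMP-1 metallo-beta-lactamase enzyme | Measured by: Fluorescence quenching readout, ex 480/em 530 nm | Replication: Singlicate | Incubation: 15 min preincubation plus 25 min reaction at 25 °C | Evaluation: Percent inhibition from optical density relative to buffer-blank wells | Benchmarks: DMSO with and without IMP-1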
GalR3 antag = human GalR3 antagonism | 0.44% of 360,000 active | AID 651719 | HEK293 GalR3-CNG cAMP membrane potential fluorescence; galR3 body fused to GalR1 C-terminus | inhibition, % at 3 µM;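 active = inhibition above the screen-wide average plus 3 SD, cut at about 13% in these data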;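 also: forskolin and galanin both at EC90 stimulate the cells; cAMP rise reported by CNG channel membrane potential dye signal; 0% = forskolin plus galanin with DMSO and 100% = forskolin alone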
GPR7 antag = blocks human GPR7 receptor signaling | P48145 | GPR7-expressing cells, fluorescence antagonist assay | inhibition, % at 4.4 µM | 1.1% of 290,000 active | AID 1861; in the data active = inhibition above about 16%, passing the limit was not always enough;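 also: cells stimulated with the agonist NPW; 0% = agonist with vehicle and 100% = vehicle without agonist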
Target sequence (P48145 whole entry, looked up): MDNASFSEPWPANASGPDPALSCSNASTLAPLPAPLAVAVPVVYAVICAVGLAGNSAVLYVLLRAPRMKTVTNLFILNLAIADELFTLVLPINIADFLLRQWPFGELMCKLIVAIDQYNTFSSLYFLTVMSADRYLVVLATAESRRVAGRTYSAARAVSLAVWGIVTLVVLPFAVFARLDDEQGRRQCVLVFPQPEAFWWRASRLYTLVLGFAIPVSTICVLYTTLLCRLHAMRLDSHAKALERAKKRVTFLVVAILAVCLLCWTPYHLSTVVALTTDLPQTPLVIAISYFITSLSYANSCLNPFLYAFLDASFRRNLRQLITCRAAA
HCV NS3 hel inh = blocks Hepatitis C virus NS3 helicase unwinding. NS3 helicase DNA unwinding, Cy5 molecular beacon fluorescence. inhibition, % at 10.9 µM. 0.56% of 290,000 active;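 active = inhibition above the mean of all tested compounds plus 3 SD, set per campaign, cut at about 35% in these data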;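 also: 0% = DMSO wells and 100% = thioflavine S control wells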
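test system = hepatitis C virus NS3 helicase domain fragment enzyme | reagent = annealed dual-labelled DNA beacon duplex, ATP-started | times = 1 h at 25 °C | detection = Cy5 fluorescence, 0 and 60 min reads | read-out basis = percent inhibition from t60/t0 fluorescence ratio | control set = DMSO and thioflavine S | replication = one well per compound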
* marks the source's active call; other numbers are inactive results; nt = not tested or not shown.

Compound	V1aR counter	IMP-1 inh	OXTR agonist	VIM-2 inh	PHOSPHO1 block	GalR3 antag	HCV NS3 hel inh	FID counter	GPR7 antag
C=CCn1c(Oc2ccccc2F)nc2c1c(=O)n(C)c(=O)n2C	0.1	-1.4	-1.0	0.2	35	-3	0	-21	-7
O=C(O)Cc1ccc2c(c1)N(S(=O)(=O)c1cccc(C(F)(F)F)c1)CC(C(=O)O)O2 (stereo not given)	1.6	-1.9	-0.6	-1.6	-1	2	3	-9	-9
Cc1nn(C(C)C(=O)N2CCc3ccccc32)c(C)c1[N+](=O)[O-] (stereo not given)	-0.4	-1.6	2.4	-2.1	47	-3	4	0	-8
O=C(CSc1nncn1-c1cccnc1)N(c1ccccc1)c1ccccc1	0.5	-2.5	0.0	-2.1	10	-2	13	-1	-5
C=CCNC(=S)Nc1ccc(OC)c(S(=O)(=O)N2CCOCC2)c1	0.3	-3.4	0.4	1.3	5	-2	17	1	-3
COc1ccc(OC)c(-c2nc(C)sc2CC(=O)O)c1	0.4	2.0	0.0	-2.5	-11	-1	-3	0	-1
COc1ccc(N=c2oc3cc(O)ccc3cc2C(=O)NCC2CCCO2)c(OC)c1 (stereo not given)	0.1	-0.8	1.7	-0.4	-14	-8	-5	9	13
CNc1nc(C)c([N+](=O)[O-])c(Nc2ccc(OC)cc2)n1	nt	-2.7	nt	2.6	14	-4	0	-2	-11
O=C(NCCCn1ccnc1)/C(=C\c1cccnc1)NC(=O)c1ccccc1Br	-0.1	-3.7	-0.7	-3.0	-5	-9	3	-3	-6
COC(=O)c1ccc(NC(=O)C23CCC(C)(C(=O)O2)C3(C)C)cc1 (stereo not given)	0.5	0.9	0.5	2.3	32	-2	7	-7	27
Cc1nc(C(F)(F)F)c(C(=O)NC(=O)Nc2ccc(OC(F)(F)F)cc2)s1	0.5	-2.1	1.8	-2.6	33	-6	0	3	1
Cc1cnn2c(C3CC3)ccnc12	0.9	-3.6	0.8	-5.0	20	5	-2	1	3
O=C(O)c1cc([N+](=O)[O-])cc2c1nnn2O	-0.1	-6.2	0.9	-8.1	10	-7	-20	8	-5
CC(C)CN(C)Cc1c(C(=O)N2CCc3ccccc3C2)nc2ccc(Cl)cn12	-1.2	-0.4	-2.2	-2.8	46	-6	-13	-10	-17
O=C(NCCn1cc(SCc2ccccc2)c2ccccc21)c1ccccc1F	0.7	-4.1	-0.7	-4.7	-14	nt	-12	-25	-9
CCc1c(C)nc2cc(-c3ccc(OC)c(OC)c3)nn2c1N1CCC(C)CC1	2.0	-3.1	-0.5	-1.4	18	-2	7	-2	-3
O=C(OCc1cccs1)c1ccccc1NS(=O)(=O)c1ccc2c(c1)OCCO2	1.9	-1.4	9.1	-0.3	24	-5	4	-7	20
Cc1ccccc1N(CC(=O)NCCc1ccccc1)C(=O)CCC(=O)Nc1ccccn1	0.9	-4.5	-0.3	-2.2	20	-10	2	-38	1
Cc1ccc(NC(=O)CN2C(=O)NC(Cc3c[nH]c4ccccc34)C2=O)cc1S(=O)(=O)N1CCCCC1 (stereo not given)	0.9	0.2	-0.8	3.2	16	-4	-15	-24	5
Cc1ccc2nc(CSc3nnc(-c4ccco4)n3-c3ccccc3)cc(=O)n2c1	-0.5	-1.5	-0.9	-0.3	nt	6	4	-22	-4
COc1cc2[nH]c(=S)n(Cc3ccc(C)cc3)c(=O)c2cc1OC	1.2	-3.3	1.2	-3.2	0	-7	7	-5	-15
O=C(O)CCC(=O)Nc1ccc(F)cc1	1.9	-2.4	0.2	-1.4	-15	-3	2	1	-4
CCOC(=O)c1c(NC(=O)CSc2nnc3c(n2)[nH]c2ccc(F)cc23)sc(C(C)=O)c1C	0.1	-3.5	-1.1	-2.9	0	-5	2	1	-5
Cc1cc(C)n(-c2nc(N(C)C)nc(N(C)C)n2)n1	-1.3	-3.3	-2.2	-2.0	-4	-4	1	-7	-22
CC(C)(C)OC(=O)N/N=C/c1cccc([N+](=O)[O-])c1	0.0	0.2	-0.3	-0.8	5	-5	6	9	9
COc1cc2c(cc1OC)C(c1cccc(Cl)c1Cl)CC(=O)N2 (stereo not given)	nt	-4.0	nt	-2.6	34	-2	-5	-25	-9
Cn1c(CN2CCOCC2)nc2cc(NC(=O)COc3ccccc3)ccc21	2.8	-2.8	2.5	-6.7	50	-5	12	-15	-10
CC(=O)n1cc([C@@H]2C=C(C(=O)N3CCOCC3)O[C@H](OCCCCO)C2)c2ccccc21	0.3	0.7	1.3	3.0	16	-4	-2	-32	14
O=C(NCc1ccc(Cl)c(Cl)c1)c1cccnc1	3.5	0.4	3.4	-2.0	6	-1	3	0	-3
Clc1ccccc1CN1CCN(CCCc2ccccc2)CC1	nt	-2.8	nt	-5.6	14	-7	-2	14	0
CSc1ccccc1NC(=O)COc1ccc(Cl)cc1C	0.1	-3.4	-0.9	-3.6	14	4	-6	-8	-11
CC(=O)c1c(C)[nH]c2ccccc2c1=O	1.7	-0.3	2.2	-2.8	3	-5	4	4	-10
CCCCCCCCCCC[N+](C)(C)CC/C=C1/c2ccccc2Sc2ccc(Cl)cc21	38*	-2.2	0.5	-2.9	14	nt	-34	15	29
COc1ccc(NC(=O)CSc2nc3c(c(=O)n2C)SCC3)cc1OC	1.4	-1.7	-0.8	-1.9	46	-3	-3	-9	-12
C/C(=N\NC(=O)CNc1cccc2ccccc12)c1ccc(Br)s1	0.9	-2.1	1.1	-1.8	-4	-1	15	-7	-3
O=C(NCCCCc1ccccc1)C1CC(c2ccc([N+](=O)[O-])cc2)=NO1 (stereo not given)	5.4	-3.4	3.4	-1.1	21	-6	9	-1	11
O=C(NCCCN1CCOCC1)c1ccc(CS(=O)(=O)c2c(Cl)cccc2Cl)o1	1.2	-5.8	0.8	-3.7	14	1	0	-1	-14
Cc1ccnc2ccc(P(=O)(c3ccccc3)c3ccccc3)cc12	nt	-1.6	nt	-3.1	12	nt	-8	-24	-4
Cc1ccc(OCC(=O)Nc2ccc3c4c(cccc24)CC3)c(C)c1	0.1	-2.4	1.8	1.8	-11	-5	3	-7	-12
Cc1cccc2nc(-c3cccc(NC(=O)c4ccc(Cl)cc4)c3)cn12	-1.5	-2.6	-0.6	-0.4	-14	-1	-10	-7	-7
CC(C)N1CCCC(CNC(=O)CCc2nnc(CCCCc3ccccc3)o2)C1 (stereo not given)	-0.7	-1.1	8.7	-2.3	25	-4	-4	19	8
CC(C)CCNC(=O)Cn1c(=O)oc2cc(S(=O)(=O)N3CCc4ccccc43)ccc21	4.8	-3.6	4.8	-0.1	20	-4	0	-12	-13
CCOC(CCn1c(SCC(=O)NC2CCCC2)nc2ccccc2c1=O)OCC	-0.2	-2.2	-0.9	-0.7	20	-4	0	-43	-13
Cc1c(Br)c([N+](=O)[O-])nn1CC(=O)NCc1ccco1	-0.9	0.8	-0.6	-2.1	-3	0	-8	7	-6
Cn1nc(C(=O)OCc2ccc(Br)cc2F)c2ccccc2c1=O	3.3	-3.9	1.6	-1.1	8	3	6	1	0
COc1ccc(NC(=O)c2ccccc2N(Cc2ccccc2)S(C)(=O)=O)c(OC)c1	-0.7	-3.8	0.8	-2.5	45	0	-12	-35	-13
Cc1nc2cc(NCc3cc([N+](=O)[O-])ccc3O)ccc2n1Cc1ccccc1	1.1	-0.6	2.4	-2.6	27	7	7	-2	-7
CC12CC3CC(C)(C1)CC(C(=O)NCc1ccncc1)(C3)C2	3.4	-2.3	-0.1	-1.6	nt	-11	1	-9	-16
c1ccc(Cc2cc(-c3ccccc3)on2)cc1	-0.4	-3.6	-2.6	-1.0	0	-3	-4	-1	-5
O=C(Nc1nc2ccccc2n1Cc1ccc(Cl)cc1)c1ccco1	0.1	-2.9	-1.4	-0.1	-2	-7	5	-2	-3
Cc1ccc(NC(=O)c2ccco2)cc1C	-0.5	0.9	-1.9	-1.7	1	1	-11	0	3
COCc1cc(C)nc(OCC(=O)N/N=C/c2ccccc2)c1C#N	0.0	-2.8	-1.2	-2.2	-5	0	-4	-22	2
Cc1cc(-c2cccnc2)c(C#N)c(SCC#N)n1	1.1	1.3	0.5	0.7	36	5	0	-3	-21
CCOC(=O)c1ccc(NC(=O)Cn2cc3c(n2)CCC(C)C3)cc1 (stereo not given)	-0.1	-4.2	0.0	-3.0	22	1	-3	-4	-12
S=c1nccc(-c2ccc3c(c2)CCO3)[nH]1	-0.1	-4.5	-1.8	-4.0	-88	2	-1	-3	-3
O=C(CCl)Nc1cc2[nH]c(=O)[nH]c2cc1Br	0.0	-2.2	-0.2	-1.2	-43	11	13	3	-12
COc1cccc(CC(NC(C)=O)C(=O)NC2CCN(c3c4c(nc5ncnn35)CCC4)CC2)c1 (stereo not given)	nt	-6.3	nt	-2.9	nt	2	0	-12	2
CCOc1cccc2cc(C(=O)NCc3ccc(C)cc3)c(=N)oc12	0.3	-0.2	-0.5	0.6	19	-2	2	-7	-18
COc1nccnc1NS(=O)(=O)c1ccc(NC(=O)c2ccccc2Br)cc1	1.3	0.7	0.4	0.1	32	-8	16	-8	-1
N#Cc1ccccc1OCC(=O)NC(=O)NCc1ccccc1	-1.1	-0.3	-0.3	-0.7	17	-4	-22	-10	2

Later entries
Compound	V1aR counter	IMP-1 inh	OXTR agonist	VIM-2 inh	PHOSPHO1 block	GalR3 antag	HCV NS3 hel inh	FID counter	GPR7 antag
CCOCCCNC(=O)CCc1nnc2n(CCC(C)C)c(=O)c3ccccc3n12	-1.0	-1.1	-1.4	-0.3	16	-4	12	-34	5
COc1ccc(CN(C)C(=O)c2cc(S(=O)(=O)N3CCCCCC3)ccc2OC)cc1OC	3.2	-0.7	1.4	1.1	23	-4	12	-46	17
O=C(CN(C(=O)c1ccco1)c1cccc(F)c1)NCc1ccc(F)cc1	2.1	0.5	-0.7	2.0	-20	-5	1	-11	16
O=C(CN1CCN(Cc2ccccc2)CC1)N1CCCCCC1	0.5	-1.4	0.1	-2.0	12	-5	2	-2	-3
COc1ccc2nc(SCC(=O)NC3CC3)c(C#N)cc2c1	-0.1	1.5	0.3	2.4	-17	-8	5	-6	16
COc1ccc(CC(=O)NCCN2CCOCC2)cc1	0.7	-1.8	-0.5	0.7	6	0	14	-3	-8
CCOC(=O)N1CCN(C(=O)C2CCN(S(=O)(=O)c3cc(C)ccc3OC)CC2)CC1	-0.5	-3.1	-0.5	-2.6	43	-3	3	-28	-6
COc1ccc(-c2nnc(SCc3nc4ccccc4s3)n2C(C)C)cc1	3.7	-3.7	-0.8	-1.7	-40	0	-1	-31	-5

A draw from above in order of molecular weight, ascending.
Compound	V1aR counter	IMP-1 inh	OXTR agonist	VIM-2 inh	PHOSPHO1 block	GalR3 antag	HCV NS3 hel inh	FID counter	GPR7 antag
CSc1ccccc1NC(=O)COc1ccc(Cl)cc1C	0.1	-3.4	-0.9	-3.6	14	4	-6	-8	-11
Cc1nc2cc(NCc3cc([N+](=O)[O-])ccc3O)ccc2n1Cc1ccccc1	1.1	-0.6	2.4	-2.6	27	7	7	-2	-7
CCc1c(C)nc2cc(-c3ccc(OC)c(OC)c3)nn2c1N1CCC(C)CC1	2.0	-3.1	-0.5	-1.4	18	-2	7	-2	-3

Compounds were not picked by outcome; overall some 4.3% were active at least once.
